Screens as filed in PubChem BioAssay.
NPY-Y1 antag – NPY-Y1 receptor antagonists, primary screen, cell-based; AID 1040, 2008; actives 1% (n = 200,000); inhibition, % at 3.6 µM; Neuropeptide Y receptor type 1 (Homo sapiens), P25929; HEK293-CNG Y1 cells, membrane potential fluorescence; NPY at EC95, then isoproterenol;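 active = inhibition above the campaign mean inhibition of all tested compounds plus 3 SD, cut at about 20% in these data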;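 also: 0% = DMSO wells given NPY plus isoproterenol and 100% = isoproterenol alone without NPY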
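Material: HEK293 cells with Y1 receptor plus CNG channel; times: compound incubation 1 h at room temperature, readout 45 min post-stimulation; signal: fluorescence, membrane potential probe; read-out basis: fluorescence ratio normalized to % inhibition between controls; benchmarks: full-block control isoproterenol-only wells, zero-block control NPY plus isoproterenol wells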
S1P4 agonist – S1P4 receptor agonists, primary screen, cell-based | actives 0.35% (n = 220,000) | AID 1509, 2009 | Sphingosine 1-phosphate receptor 4 (Homo sapiens), O95977 | S1P4-expressing cell line, agonist reporter assay | activation, % at 4.98 µM; in the data active = activation above about 11%;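 also: 0% = DMSO vehicle and 100% = reference agonist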
Target sequence (O95977 whole entry, looked up): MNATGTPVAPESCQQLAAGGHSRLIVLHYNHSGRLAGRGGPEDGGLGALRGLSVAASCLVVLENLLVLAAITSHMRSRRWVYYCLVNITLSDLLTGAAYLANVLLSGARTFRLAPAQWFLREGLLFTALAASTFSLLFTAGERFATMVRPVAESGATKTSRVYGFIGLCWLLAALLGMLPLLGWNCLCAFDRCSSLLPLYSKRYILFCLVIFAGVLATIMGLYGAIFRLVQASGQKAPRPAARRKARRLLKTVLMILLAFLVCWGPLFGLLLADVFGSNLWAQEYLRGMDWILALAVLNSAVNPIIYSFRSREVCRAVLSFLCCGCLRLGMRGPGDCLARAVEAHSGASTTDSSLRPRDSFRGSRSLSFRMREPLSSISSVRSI
EP2 antag – human EP2 receptor antagonists, primary screen, TR-FRET cAMP, C6 glioma cells; Prostaglandin E2 receptor EP2 subtype (Homo sapiens), P43116; C6 glioma cells expressing human EP2; cells stimulated with saturating PGE2; inhibition, % at 25 µM; actives 0.52% (n = 260,000); AID 1422, 2008;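 active = percent inhibition above 40 after rounding to a whole number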;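 also: rat C6 glioma host cells with rolipram phosphodiesterase inhibitor present; the protocol text gives 20 µM as final concentration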
Target sequence (P43116 whole entry, looked up): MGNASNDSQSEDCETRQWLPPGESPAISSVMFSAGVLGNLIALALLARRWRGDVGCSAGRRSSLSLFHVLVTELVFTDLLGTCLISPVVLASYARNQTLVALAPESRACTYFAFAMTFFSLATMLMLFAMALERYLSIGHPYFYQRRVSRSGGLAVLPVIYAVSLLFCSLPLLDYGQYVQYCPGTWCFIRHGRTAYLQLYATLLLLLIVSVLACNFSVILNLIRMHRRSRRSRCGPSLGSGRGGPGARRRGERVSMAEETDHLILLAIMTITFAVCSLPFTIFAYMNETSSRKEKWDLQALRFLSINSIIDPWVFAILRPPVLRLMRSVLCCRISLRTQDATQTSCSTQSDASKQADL
eIF4E-4G inh – eIF4E–eIF4G protein interaction inhibitors, primary screen, biochemical, uHTS, TR-FRET, eIF4GI fragment; inhibition, % at 21.7 µM; TR-FRET eIF4E-eIF4GI(517-606) binding, 2 h; Eukaryotic translation initiation factor 4E (Mus musculus) + Eukaryotic translation …; actives 0.37% (n = 220,000); AID 782, 2007;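 active = inhibition above about 30%, limit read from the data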;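 also: 0% = full FRET control wells and 100% = background wells lacking eIF4GI fragment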
p97 ATPase inh – inhibitors of human p97 ATPase, primary screen, biochemical. actives 0.42% (n = 220,000). inhibition, % at 8 µM. recombinant p97 ATPase, Kinase-Glo ATP luminescence, 3 h; in the data active = inhibition above about 15%;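 also: 0% = DMSO vehicle and 100% = wells lacking enzyme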
EP2 modulator – EP2 receptor modulators, cAMP readout, primary screen, cell-based, HTRF cAMP, PGE2 stimulation; Prostaglandin E2 receptor EP2 subtype (Homo sapiens), P43116; EP2-expressing cells, cAMP HTRF FRET, PGE2 co-stimulation; induction, % at 25 µM; AID 940, 2007; actives 0.83% (n = 260,000);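 active = compounds whose cAMP rise, as percent of the full-agonist control response, exceeds 60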;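 also: rat C6 glioma line stably carrying human EP2 under a CMV promoter; the protocol text gives 20 µM as final concentration; 100% = response of wells given 1 µM PGE2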
S1P4 antagonist – S1P4 receptor antagonists, primary screen, cell-based | Sphingosine 1-phosphate receptor 4 (Homo sapiens), O95977 | S1P4-expressing cells, antagonist mode, reporter read-out | inhibition, % at 4.98 µM | actives 0.26% (n = 220,000); in the data active = inhibition above about 29%;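 also: 0% = wells stimulated with agonist and 100% = vehicle wells without agonist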
NPY1 pot ag – NPY-Y1 receptor potentiators or agonists, primary screen, cell-based; Neuropeptide Y receptor type 1 (Homo sapiens), P25929; NPY-Y1 expressing cells, potentiator/agonist activation; activation, % at 3.6 µM; actives 0.37% (n = 220,000); AID 1304, 2008; in the data active = activation above about 33%, passing the limit was not always enough;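 also: cells stimulated with NPY at EC10 then isoproterenol at EC100; 0% = low agonist plus stimulus and 100% = saturating agonist plus stimulus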
NPY-Y2 PAM-ag – NPY-Y2 potentiators or agonists, primary screen, cell-based; activation, % at 3.6 µM; Neuropeptide Y receptor type 2 (Homo sapiens), P49146; actives 0.45% (n = 220,000); cells expressing NPY-Y2, potentiator/agonist read-out; AID 1359, 2008; in the data active = activation above about 27%;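 also: cells stimulated with NPY near EC25 plus isoproterenol at EC100; 0% = vehicle plus submaximal agonist and 100% = vehicle plus saturating agonist; some results beyond the cut were filed as inactive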
* marks the source's active call; other numbers are inactive results; [ ] = another dose, or the depositor's remark. The list is partial; count on the stated rates, not on these rows.

Start of the data: the first 4 records as a preview:
For CC(C)(C)NC(=O)CN(C(=O)CS(=O)CC(=O)Nc1ccc(F)cc1)c1ccccc1F (configuration not stated) the results were NPY-Y1 antag 4, S1P4 agonist -0.2, EP2 antag 7, eIF4E-4G inh 1, p97 ATPase inh 1, EP2 modulator 3, S1P4 antagonist 7, NPY1 pot ag 12 and NPY-Y2 PAM-ag 9.
For CC(C)(C)c1ccc(C(=O)NC(=S)NCc2cccnc2)cc1 the results were NPY-Y1 antag -6, S1P4 agonist 3.5, EP2 antag 15, eIF4E-4G inh 2, p97 ATPase inh 1, EP2 modulator 2, S1P4 antagonist -3, NPY1 pot ag 23 and NPY-Y2 PAM-ag 13.
Screening CC(C(N)=O)N1C(=O)C2C3C=CC(C3)C2C1=O (configuration not stated) returned NPY-Y1 antag 1, S1P4 agonist -0.5, EP2 antag 4, eIF4E-4G inh 6, p97 ATPase inh 3, EP2 modulator 9, S1P4 antagonist -10, NPY1 pot ag -14 and NPY-Y2 PAM-ag -8.
Screening CCOc1cc(C(=O)Nc2ccc(NC(C)=O)cc2)ccc1OCC(=O)N1CCCCC1 returned NPY-Y1 antag -1, S1P4 agonist 0.5, EP2 antag 1, eIF4E-4G inh 8[fluorescence artefact?], p97 ATPase inh -8, EP2 modulator 15, S1P4 antagonist -10, NPY1 pot ag 11 and NPY-Y2 PAM-ag -4.

This part in full, from the first entry:
For CC(C)(C)NC(=O)CN(C(=O)CS(=O)CC(=O)Nc1ccc(F)cc1)c1ccccc1F (configuration not stated) the results were NPY-Y1 antag 4, S1P4 agonist -0.2, EP2 antag 7, eIF4E-4G inh 1, p97 ATPase inh 1, EP2 modulator 3, S1P4 antagonist 7, NPY1 pot ag 12 and NPY-Y2 PAM-ag 9.
For CC(C)(C)c1ccc(C(=O)NC(=S)NCc2cccnc2)cc1 the results were NPY-Y1 antag -6, S1P4 agonist 3.5, EP2 antag 15, eIF4E-4G inh 2, p97 ATPase inh 1, EP2 modulator 2, S1P4 antagonist -3, NPY1 pot ag 23 and NPY-Y2 PAM-ag 13.
Screening CC(C(N)=O)N1C(=O)C2C3C=CC(C3)C2C1=O (configuration not stated) returned NPY-Y1 antag 1, S1P4 agonist -0.5, EP2 antag 4, eIF4E-4G inh 6, p97 ATPase inh 3, EP2 modulator 9, S1P4 antagonist -10, NPY1 pot ag -14 and NPY-Y2 PAM-ag -8.
Screening CCOc1cc(C(=O)Nc2ccc(NC(C)=O)cc2)ccc1OCC(=O)N1CCCCC1 returned NPY-Y1 antag -1, S1P4 agonist 0.5, EP2 antag 1, eIF4E-4G inh 8[fluorescence artefact?], p97 ATPase inh -8, EP2 modulator 15, S1P4 antagonist -10, NPY1 pot ag 11 and NPY-Y2 PAM-ag -4.
CCCCC[C@H](O)/C=C/[C@@H]1[C@@H](C/C=C\CCCC(=O)O)[C@H]2CO[C@@H]1C2 was read as NPY-Y1 antag 6, S1P4 agonist 4.2, EP2 antag 11, eIF4E-4G inh -6, p97 ATPase inh 3, EP2 modulator 98*, S1P4 antagonist -40, NPY1 pot ag -42 and NPY-Y2 PAM-ag 5.
`Cc1cccc(C)c1NC(=S)N(Cc1ccco1)C1CCN(C(C)C)CC1` gave NPY-Y1 antag 4, S1P4 agonist -0.2, EP2 antag 4, eIF4E-4G inh -3, p97 ATPase inh 6, EP2 modulator 8, S1P4 antagonist -7, NPY1 pot ag -6 and NPY-Y2 PAM-ag -11.
For Cc1ccc(OCC(=O)Nc2ccc3c4c(cccc24)CC3)c(C)c1 the results were NPY-Y1 antag 4, S1P4 agonist 0.3, EP2 antag 10, eIF4E-4G inh 0, p97 ATPase inh 5, EP2 modulator 13, S1P4 antagonist -17, NPY1 pot ag 11 and NPY-Y2 PAM-ag 11.
CCCCC(=O)NCCc1cc2c(OC)ccc(OC)c2[nH]c1=O was read as NPY-Y1 antag -2, S1P4 agonist 1.8, eIF4E-4G inh 0, p97 ATPase inh 0, EP2 modulator -17, S1P4 antagonist -7, NPY1 pot ag -9 and NPY-Y2 PAM-ag 4.
`COC(=O)c1ccc(C(=O)OC)c(NC(=S)N2CCN(c3ccccc3F)CC2)c1` gave NPY-Y1 antag 9, S1P4 agonist 2.8, EP2 antag 11, eIF4E-4G inh -1, p97 ATPase inh 0, EP2 modulator 58, S1P4 antagonist -5, NPY1 pot ag -10 and NPY-Y2 PAM-ag 2.
For Cc1nn(-c2ccccc2)cc1C(=S)Nc1ccccc1 the results were NPY-Y1 antag -7, S1P4 agonist -0.8, EP2 antag 10, eIF4E-4G inh 9, p97 ATPase inh 0, EP2 modulator -65, S1P4 antagonist -7, NPY1 pot ag 20 and NPY-Y2 PAM-ag 11.
`C=CCn1c(C)cc(-c2csc(NCC)n2)c1C` gave NPY-Y1 antag 8, S1P4 agonist 0.6, EP2 antag 3, eIF4E-4G inh -2, p97 ATPase inh 1, EP2 modulator -36, S1P4 antagonist -13, NPY1 pot ag 3 and NPY-Y2 PAM-ag -4.
Screening COc1ccc(/C=N/S(=O)(=O)c2cccs2)cc1 returned NPY-Y1 antag 2, S1P4 agonist -0.1, EP2 antag 10, eIF4E-4G inh -3[fluorescence artefact?], p97 ATPase inh 1, EP2 modulator 25, S1P4 antagonist -18, NPY1 pot ag 12 and NPY-Y2 PAM-ag -1.
Screening Cc1ccc(Nc2ncc(C(=O)NCCCN3CCN(C)CC3)c3ccccc23)cc1Cl returned NPY-Y1 antag 13, S1P4 agonist -1.3, EP2 antag 3, eIF4E-4G inh -1, p97 ATPase inh -3, EP2 modulator -18, S1P4 antagonist -12, NPY1 pot ag -9 and NPY-Y2 PAM-ag 7.
`Cn1c(=O)[nH]c(=O)c2c1nc(Br)n2CCCSc1nc2ccccc2o1` gave NPY-Y1 antag 6, S1P4 agonist 1.8, EP2 antag 4, eIF4E-4G inh 11, p97 ATPase inh -8, EP2 modulator -1, S1P4 antagonist -42, NPY1 pot ag -12 and NPY-Y2 PAM-ag -13.
`CCCc1nnc(NC(=O)CN2C(=O)c3ccccc3C2=O)s1` gave NPY-Y1 antag 10, S1P4 agonist 2.8, EP2 antag 6, eIF4E-4G inh -1, p97 ATPase inh 0, EP2 modulator 16, S1P4 antagonist -17, NPY1 pot ag 14 and NPY-Y2 PAM-ag 3.
Screening c1csc(Cc2nn3c(-c4n[nH]c5c4CCC5)nnc3s2)c1 returned NPY-Y1 antag 6, S1P4 agonist 1.7, EP2 antag 16, eIF4E-4G inh -9, p97 ATPase inh 3, EP2 modulator 2, S1P4 antagonist -22, NPY1 pot ag -22 and NPY-Y2 PAM-ag -10.
Cc1onc(CO)c1C(=O)Nc1nccs1 was read as NPY-Y1 antag 5, S1P4 agonist 3.6, EP2 antag -1, eIF4E-4G inh -2, p97 ATPase inh 3, EP2 modulator -1, S1P4 antagonist -26, NPY1 pot ag 12 and NPY-Y2 PAM-ag -3.
Screening CCN1CCN(C(c2ccc(OC)cc2)C(O)C(=O)c2c[nH]c3ccccc23)CC1 (configuration not stated) returned NPY-Y1 antag 5, S1P4 agonist -0.6, EP2 antag 9, eIF4E-4G inh -2, p97 ATPase inh 0, EP2 modulator 6, S1P4 antagonist -13, NPY1 pot ag -10 and NPY-Y2 PAM-ag 9.
CCOC(=O)c1ccccc1NC(=O)CSc1nnc(C(C)C)n1CC was read as NPY-Y1 antag 0, S1P4 agonist -1.3, EP2 antag 26, eIF4E-4G inh 1, p97 ATPase inh -2, EP2 modulator 26, S1P4 antagonist -1, NPY1 pot ag -13 and NPY-Y2 PAM-ag -7.
CCS(=O)CC(=O)Nc1c(-c2ccccc2)oc2ccccc2c1=O (configuration not stated) was read as S1P4 agonist -0.1, EP2 antag 3, eIF4E-4G inh 1, p97 ATPase inh 4, EP2 modulator -14, S1P4 antagonist 1, NPY1 pot ag 14 and NPY-Y2 PAM-ag -21.
Screening O=C1CC(c2cccc(Oc3ccccc3)c2)NC(=O)N1 (configuration not stated) returned NPY-Y1 antag 6, S1P4 agonist -0.4, EP2 antag 9, eIF4E-4G inh -1[fluorescence artefact?], p97 ATPase inh -5, EP2 modulator 14, S1P4 antagonist -3, NPY1 pot ag -14 and NPY-Y2 PAM-ag -22.
`CNC(=O)NC(=O)C(C)OC(=O)CCCc1nc2ccccc2s1` (configuration not stated) gave NPY-Y1 antag 1, S1P4 agonist 0.2, EP2 antag 3, eIF4E-4G inh 1, p97 ATPase inh -6, EP2 modulator -7, S1P4 antagonist -11, NPY1 pot ag -16 and NPY-Y2 PAM-ag -18.
Screening O=C(CCC1CCCN(C(=O)c2ccoc2)C1)NCc1ccccc1F (configuration not stated) returned NPY-Y1 antag 3, S1P4 agonist 0.9, EP2 antag 3, eIF4E-4G inh 0, p97 ATPase inh -1, EP2 modulator 6, S1P4 antagonist -17, NPY1 pot ag 3 and NPY-Y2 PAM-ag -2.
`CCOc1ccc(/C=C2\SC(=S)N(NS(=O)(=O)c3ccccc3)C2=O)cc1OC` gave S1P4 agonist -1.4, EP2 antag 9, eIF4E-4G inh 3, p97 ATPase inh -5, EP2 modulator 23, S1P4 antagonist -18, NPY1 pot ag 7 and NPY-Y2 PAM-ag 5.
Screening Cc1cc(C)c2oc(-c3ccc(C)c(NC(=S)NC(=O)/C=C/c4ccco4)c3)nc2c1 returned NPY-Y1 antag 2, S1P4 agonist -2.1, EP2 antag 12, eIF4E-4G inh -4[fluorescence artefact?], p97 ATPase inh -1, EP2 modulator 10, S1P4 antagonist 7, NPY1 pot ag 2 and NPY-Y2 PAM-ag 7.
COc1ccc(C/C(C)=N/NC(=O)c2cc(C)oc2C)cc1 was read as NPY-Y1 antag 1, S1P4 agonist -0.2, EP2 antag 6, eIF4E-4G inh -1, p97 ATPase inh 6, EP2 modulator -2, S1P4 antagonist -1, NPY1 pot ag -32 and NPY-Y2 PAM-ag -3.
COc1cc(/C=N\NC(=O)CNC(=O)C2COc3ccccc3O2)ccc1O (configuration not stated) was read as NPY-Y1 antag -3, S1P4 agonist 0.8, EP2 antag 11, eIF4E-4G inh 5, p97 ATPase inh 5, EP2 modulator 4, S1P4 antagonist -13, NPY1 pot ag -4 and NPY-Y2 PAM-ag -4.
Cc1cc2oc3c(c(=O)c2cc1C)C(c1ccc(F)cc1)N(CCCN1CCOCC1)C3=O (configuration not stated) was read as NPY-Y1 antag 5, S1P4 agonist -1.0, EP2 antag 5, eIF4E-4G inh 5, p97 ATPase inh -8, EP2 modulator 5, S1P4 antagonist -8, NPY1 pot ag 9 and NPY-Y2 PAM-ag 7.
COC(=O)C(=C/C=C/c1ccco1)C(=O)OC was read as S1P4 agonist -0.2, EP2 antag 7, eIF4E-4G inh 5, p97 ATPase inh 2, EP2 modulator 1, S1P4 antagonist -4, NPY1 pot ag 19 and NPY-Y2 PAM-ag -2.
